PfHsp40 rescue = compounds rescuing yeast from Plasmodium falciparum HSP40 toxicity; S. cerevisiae expressing PfHsp40, growth rescue, ATP luminescence; growth rescue, % at 12.5 µM; AID 504582; hit rate 0.68% among 340,000; in the data active = growth rescue above about 28%, passing the limit was not always enough; inconclusive = no clear call, values can overlap the other calls;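 note: yeast W303a lacking pdr1 and pdr3 grown in galactose medium; growth measured after three days at 30 °C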
Yp Topo-I inh = Y. pestis Topo-I inhibition via cleavage products; Y. pestis Topo-I cleavage product accumulation, plate reader; activity, % at 10 µM; hit rate 0.064% among 360,000; AID 504884; in the data active = activity above about 50%, passing the limit was not always enough; inconclusive = no clear call, values can overlap the other calls; note: inactives centre near 2
3CLpro inhibitor = SARS-CoV 3CLpro protease inhibition | P0C6X7 | recombinant SARS-CoV 3CLpro, quenched FRET peptide cleavage | inhibition, % at 6 µM | hit rate 0.14% among 290,000; in the data active = inhibition above about 12%
Vc quorum ag = inducers of Vibrio cholerae quorum light production without autoinducers | activation, % at 18.7 µM | V. cholerae BH1578 lux reporter, luminescence, 6 h | hit rate 0.16% among 350,000; in the data active = activation mostly above about 9.7%, no sharp cut-off; inconclusive = no clear call, values can overlap the other calls; inactive = mostly below about 3.7%; note: not every result past the cut was called active; inactives centre near 0; reference of the scale not given here
SSB-PriA inh = blocks PriA binding to SSB C-terminal tail; AlphaScreen SSBct-PriA binding, biotinylated peptide; inhibition, % at 33 µM; hit rate 0.6% among 430,000; AID 1272365; in the data active = inhibition mostly above about 37%, no sharp cut-off; inactive = mostly below about 20%;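 note: plate controls were negative control peptide for no effect and reference peptide for full effect; strong numbers were not always called active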
BoNT A protease = BoNT A light chain protease inhibition; multiplex microsphere protease substrate cleavage, flow cytometry; inhibition, % at 10 µM; hit rate 0.17% among 360,000; AID 588499; note: plate controls were buffer without enzyme for full effect and enzyme alone for no effect
Anthrax LF prot = blocks Bacillus anthracis lethal factor protease | inhibition, % at 10 µM | hit rate 0.12% among 360,000 | multiplex microsphere protease cleavage assay, LF | P15917; note: plate controls were buffer without enzyme for full effect and enzyme alone for no effect
TcdB GH inh = blocks C. difficile toxin B glycohydrolase activity | TcdB glycohydrolase enzymatic assay, plate reader | inhibition, % at 9.99 µM | hit rate 0.24% among 350,000; in the data active = inhibition above about 10%
PrPC TRFRET = reduces human prion protein on the cell surface. inhibition, % at 13.8 µM. P04156. hit rate 0.43% among 370,000. cell surface PrPC, TR-FRET read-out. AID 720596; in the data active = inhibition above about 24%; note: 0% = median of the test wells and 100% = reference compound wells
Numbers without * were called inactive; i = inactive; u = inconclusive; x = no result given; & = joins results of further samples. Cut-off read from the data, not from the text of the source, unless noted: active = inhibition above about 30%; inconclusive = no clear call, values can overlap the other calls; inactive = below that. These rows are one share of the data. The share of hits here may be higher or lower than overall.

SMILES	PfHsp40 rescue	Yp Topo-I inh	3CLpro inhibitor	Vc quorum ag	SSB-PriA inh	BoNT A protease	Anthrax LF prot	TcdB GH inh	PrPC TRFRET
NC(=O)CSc1nnc(Cn2cnc3ccccc32)o1	2.9	7	0	i	-1	0.2	2	2.0	-1
O=C(O)c1ccc(COc2ccc3ccccc3c2/C=C2/NC(=O)N(c3ccccc3)C2=O)cc1	2.6	-6	11	i	6	0.3	-16	x	-8
O=C(COC(=O)C12CC3CC(CC(C3)C1)C2)NCc1ccco1	-1.5	-2	2	i	-13	0.0	-2	x	3
COc1cccc2sc(N3CCN(C(=O)c4ccco4)CC3)nc12	0.3	3	x	i	1	1.5	-1	0.7	0
O=C(COc1ccc(Br)cc1Br)NNC(=O)c1cccs1	-0.5	11	8	-0.5	-6	-2.6	0	0.7	5
COc1ccccc1NCCC(=O)OCC(=O)Nc1ccccc1F	-0.9	-13	x	i	11	2.2	7	-0.3	-1
COc1cc(C(=O)NCC(=O)N/N=C(\C)Cc2ccccc2)cc(OC)c1OC	0.7	-8	-1	-0.2	x	1.9	0	1.7	-2
O=C(NC1CCCCCC1)C1c2ccccc2C(=O)N1CCCN1CCOCC1 (stereo not given)	-0.8	-1	-4	1.7	-18	u	1	x	-4
Cc1noc2ncnc(Oc3ccccc3Cl)c12	-0.5	5	-2	i	-10	0.0	-4	-0.9	-12
O=C(Nc1ccn(Cc2ccccc2F)n1)c1ccc(COc2ccc(Br)cc2)cc1	1.6	3	3	-0.1	-14	u	-3	x	32*
Cc1ccc(NC(=O)C2CC(=O)N(c3ccc4c(c3)OCCO4)C2)cc1S(=O)(=O)N1CCCCCC1 (stereo not given)	0.4	-8	x	i	4	-4.2	1	1.1	5
Cc1ccc(OC(C)C(=O)Nc2ccc(Cl)cn2)c([N+](=O)[O-])n1 (stereo not given)	1.2	0	x	-0.5	-9	-0.9	-4	1.5	-22
Cc1cccc(-c2c3c(=O)n(C)c(=O)n(C)c3cn2-c2ccccc2O)c1	-1.5	-4	3	-0.2	-6	-0.8	-9	x	-3
c1ccc2sc(NN=C3CCCCCC3)nc2c1	1.1	1	0	i	3	-0.9	-1	1.3	-4
CCS(=O)(=O)c1ccc2oc(SCC(=O)NC3CCCC(C)C3C)nc2c1 (stereo not given)	3.8	-4	3	3.1	-22	-0.2	-6	x	0

Only PfHsp40 rescue and TcdB GH inh, for some of the entries so far:
SMILES	PfHsp40 rescue	TcdB GH inh
Cc1cccc(-c2c3c(=O)n(C)c(=O)n(C)c3cn2-c2ccccc2O)c1	-1.5	x
Cc1noc2ncnc(Oc3ccccc3Cl)c12	-0.5	-0.9
NC(=O)CSc1nnc(Cn2cnc3ccccc32)o1	2.9	2.0
O=C(COC(=O)C12CC3CC(CC(C3)C1)C2)NCc1ccco1	-1.5	x
COc1ccccc1NCCC(=O)OCC(=O)Nc1ccccc1F	-0.9	-0.3

Continuation.
SMILES	PfHsp40 rescue	Yp Topo-I inh	3CLpro inhibitor	Vc quorum ag	SSB-PriA inh	BoNT A protease	Anthrax LF prot	TcdB GH inh	PrPC TRFRET
O=C(NCCCN1CCCC1=O)C1CCN(S(=O)(=O)c2ccc(F)cc2)CC1	-1.0	-7	x	3.1	2	-1.5	7	0.9	7
NS(=O)(=O)c1ccc(N=Nc2c(-c3ccccc3)[nH]n(-c3nc(-c4ccccc4)cs3)c2=O)cc1	-1.5	-1	3	-0.3	-8	1.2	-5	x	3
COC1=CC(=Cc2c(N)n3nc(CC(=O)N4CCOCC4)sc3nc2=O)C=C(OC)C1=O	-0.5	3	-1	i	4	2.0	-3	-0.6	-2
CCCc1nc2oc3c(=O)[nH]cnc3c2c2c1COC(C)(C)C2	-0.9	1	0	-0.7	4	-1.8	2	0.6	-6
CN=c1scc(-c2cccs2)n1/N=C/c1ccc(O)c(O)c1O	-1.5	-26	3	i	x	-1.5	-8	-9.3	-6
CCOC(=O)C1CCN(c2cc(=O)n(C3CCCCC3)c(=O)[nH]2)CC1	-1.4	-6	0	x	-16&-4	0.0	-3	x	0
CCOC(=O)Cc1ccc(NCc2ccc(Cl)cc2)cc1	0.6	3	-2	i	-4	0.0	-5	-2.5	5
COc1ccc2sc(-c3ccccc3OC)c(C#CCCO)c2c1	1.2	6	x	-0.3	-4	1.1	-2	1.8	3
COc1ccccc1N(C(=O)c1snc(C(N)=O)c1N)C(C(=O)NCc1ccccc1)c1ccc(O)cc1 (stereo not given)	1.5	9	1	-0.7	2	-0.1	3	0.7	-13
O=C(NCc1ccc(OC(F)(F)F)cc1)C1CCC(=O)N(C2CC2)C1 (stereo not given)	-0.4	8	0	i	-2	-1.1	1	0.0	7
COc1ccc(C(=O)NC2=NCCS2)cc1S(=O)(=O)N1CCCCC1C (stereo not given)	1.0	8	4	x	-7	-1.1	-5	1.8	5
CCC(Oc1ccccc1)C(=O)Nc1nc2c(s1)C(=O)CC(C)(C)C2 (stereo not given)	0.5	8	3	4.3	-17	0.7	-2	x	11
Cn1c(SCC(N)=O)nnc1C1CCN(C(=O)NCc2ccccc2)CC1	-0.1	6	-6	-0.7	0	-2.5	-1	x	5
COC(=O)N(C)C[C@@H]1OCc2cnnn2CCCC(=O)N([C@@H](C)CO)C[C@H]1C	x	6	x	-0.4	x	-0.5	2	1.0&-1.2	-2
COc1ccc(NC(=O)/C=C/c2ccc(OC)c(OC)c2)cn1	1.1	-10	-1	-0.5	-3	-0.5	-1	1.0	-13
CC(C)(C)OC(=O)NCC(=O)NNC(=O)C(C(=O)OCc1ccccc1)c1ccccc1 (stereo not given)	-1.7	1	x	-0.8	-9	0.3	0	-4.5	6
COc1cc(OC)cc(C(=O)N[C@H](C(=O)NNC(=O)c2ccc(Br)cc2)C(C)C)c1	-0.4	-7	x	-0.9	-16	0.4	-7	1.0	-1
CCCCC(CC)CNS(=O)(=O)c1ccc2c(c1)CCN2C(=O)CCC(=O)O (stereo not given)	-0.5	3	11	-2.2	-19	0.2	1	x	8
CN(C)CCCNC(=O)c1cc(C(=O)c2ccccc2)c[nH]1	-0.8	2	1	-0.9	5	-1.2	-2	0.6	-5
Cn1c(C(=O)O)ccc1S(=O)(=O)N1CCCCCC1	-1.2	12	0	-0.5	-3	-0.9	-17	2.1	0
Cn1c(=O)c(C(=O)NCC2CCCO2)c(O)c2ccccc21 (stereo not given)	2.2	-1	-3	-0.4	-8	-0.2	-5	3.3	8
CN(C)S(=O)(=O)c1ccc(C(=O)Nc2nnc(-c3cccs3)o2)cc1	-1.6	-2	-3	-0.3	2	-0.6	-2	0.6	-2
CN(C)CCOCCOc1ccc(Cl)cc1C(C)(C)C	-1.0	-15	-3	i	-1	2.2	-4	1.3	4
CC(C)C[C@H]1CNC(=O)C(=O)N1CC1CCN(CCc2ccc(-c3ccccc3)cc2)CC1	-0.3	12	x	i	-10	-1.0	1	0.6	-10
Cc1nn(C(C)C(=O)NC2CCCCCC2)c(=O)c2nn(-c3ccccc3)c(C)c12 (stereo not given)	0.5	10	3	-0.2	10	-1.0	-3	1.3	3
Clc1ccc2nc(CN3CCCCC3)cn2c1	-0.4	2	1	i	2	-0.4	-2	-3.8	-1
CCN(CC)Cc1oc(-c2ccccc2)cc1C(=O)O	-0.3	6	-2	-2.4	-11	0.2	-4	-1.2	3
COC(=O)c1sccc1NC(=O)COc1cccc(C)c1	3.2	24	5	i	-2	-0.7	0	0.0	2
CC(C(=O)Nc1ccc(F)c(F)c1)N1CCN(C)CC1 (stereo not given)	-0.3	3	-6	-8.3	-4	-2.7	-1	0.2	-8
CCN(CC)P(=O)(Nc1ccc([N+](=O)[O-])cc1)c1c(C)nn(CCC#N)c1NC(=O)c1ccc(Cl)cc1 (stereo not given)	1.3	0	-3	-0.3	-4	3.5	6	1.3	-2
N#C/C(=C\c1ccc(O)cc1)C(=O)NCc1cccc(Cl)c1	0.1	-6	5	i	-3	-2.0	-10	0.0	1
COc1ccc(/C=N/NC(=O)c2ccccc2NC(=O)c2ccco2)c(OC)c1	0.7	4	3	0.6	i	-0.2	-6	1.1	-1
COc1cc([N+](=O)[O-])ccc1NC(=O)NCc1cccnc1	-0.7	2	2	-1.7	1	1.3	0	-1.0	-14
O=C(O)c1cccc(S(=O)(=O)N2CCN(c3ccccn3)CC2)c1	-2.6	8	5	i	-8	1.4	-11	-0.7	2
CCC(=O)N1CCCC1(C)C(=O)Nc1cc(OC)ccc1OC (stereo not given)	x	7	x	0.2	x	0.2	-2	0.3	5
N#Cc1nc(-c2cccs2)oc1NCc1ccc2c(c1)OCO2	8.0	9	4	-0.5	48*	2.0	-8	x	9
CCN(CC(=O)Nc1ccc(NC(C)=O)cc1)c1ccc(C(F)(F)F)cn1	-1.4	2	-4	-0.3	-10	-0.6	1	x	6
CCOC(=O)C1C(=O)NC(N2CCN(Cc3ccccc3)CC2)=NC1c1ccccc1 (stereo not given)	0.7	-9	0	i	-4	-0.9	-5	x	-3
COc1ccccc1-c1nn(-c2ccccc2)cc1C(=O)NC1CC1	-0.5	-6	x	-3.1	-4	-1.9	2	-1.1	3
O=C(c1ccc(N2CCCC2=O)cc1)N1CCCCCC1	-0.2	-4	2	i	-24	0.9	3	x	-1
CC(C)CNS(=O)(=O)c1ccc(CCC(=O)N2CCN(c3ccccc3)CC2)cc1	2.0	6	-3	i	-3	0.4	-8	1.7	11
O=C(Nc1ccc(Oc2ccc(C(=O)O)c(C(=O)O)c2)cc1)c1cccs1	-0.6	-6	2	-0.3	-13	-1.5	0	-1.2	-2
CCOC(=O)Cn1nc(C)c(NC(=O)COc2ccccc2[N+](=O)[O-])c1C	0.8	0	-1	-0.5	-11	-1.0	-6	0.2	-2
CC(C)CNc1nc(N)c([N+](=O)[O-])c(NC2CCCCC2)n1	-1.0	1	1	1.9	7	-1.3	-12	1.1	3
CC(=O)Oc1ccc(C(=O)[C@H]2[C@H]3C(=O)N(c4ccc5ccccc5c4)C(=O)[C@H]3[C@@H]3C=CC=NN32)cc1	-1.7	6	3	-0.7	7	3.8	-4	0.3	-4
COc1ccc(C(=O)N(Cc2nc(-c3ccc(C)cc3)no2)C2CCCCC2)cc1OC	9.7	24	-2	i	-5	-0.4	4	x	-1
Nc1nc(SCC(=O)Nc2ccc(Oc3ccccc3)cc2)n[nH]1	-1.9	-5	-2	-0.6	-8	0.7	-4	x	6
C=CCSc1nnc(-c2c[nH]c3ccccc23)n1CCOC	0.2	-7	-3	-0.2	3	0.7	-2	1.0	-2
Cc1cccc(NC(=O)c2cnc3n(c2=O)CCS3)c1	-1.0	4	2	-2.2	-12	u	-4	x	0
CCOc1ccccc1CN1CCN(Cc2cn(C)nc2-c2ccccc2)CC1CCO (stereo not given)	-0.2	6	2	0.6	-11	1.0	-2	2.0	-3
CN(C)CCCn1c2c(c(SCC(=O)Nc3ccc4c(c3)OCO4)nc1=O)CCC2	0.9	-5	x	1.2	-6	5.2	-1	-1.8	-1
COc1ccc(COC[C@H](C)[C@H](O)[C@@H](C)[C@H]2OC(=O)[C@@H]2C)cc1	-2.2	-4	x	-4.5	-10	-0.3	-3	0.4	-5
C=C1CC[C@@]2(O)[C@H]3Cc4ccc(O)c5c4[C@@]2(CCN3CC2CC2)[C@H]1O5	-0.1	-12	-5	i	41*	-0.1	0	x	x
COc1cc(CNc2ccc3[nH]c(=O)[nH]c3c2)cc(Br)c1OCC(=O)NC(C)(C)C	1.3	0	1	x	17	0.2	2	x	-3
CN1CCN(C(=O)c2cc(COc3ccccc3)on2)[C@@H](c2ccccc2)C1	-1.0	6	4	-7.7	-24	-2.6	2	1.2	-4
CCN(CC)S(=O)(=O)c1ccc(-c2nnc(SC)o2)cc1	0.6	3	2	-0.7	-13	-0.9	3	x	-2
Cc1cc(Cl)c(S(=O)(=O)NCc2ccccc2)cc1OCC(N)=O	-1.7	-2	8	-0.3	-4	0.4	-43	x	3

High-throughput results as filed in PubChem BioAssay.
